Cdc42 wt: modulators (inhibitors or activators) of GTP binding to human Cdc42 wildtype; GST-Cdc42 beads, Bodipy-GTP binding, flow cytometry; actives lie on both sides; 190,000 tested, 0.2% active; percent activity (GTP binding), % at 10 µM; P60953;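 active = percent activity GTP binding at least 20 points away from the 100% baseline, either down as inhibitor or up as activator; inconclusive = compound flagged as likely green fluorescent from well-wide comparison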;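 note: median bead fluorescence of bound Bodipy-FL-GTP at 100 nM; 0% = excess unlabeled GTP control and 100% = no compound control; below 100% means less GTP binding so inhibitor and above means activator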
Target sequence (P60953 whole entry, looked up): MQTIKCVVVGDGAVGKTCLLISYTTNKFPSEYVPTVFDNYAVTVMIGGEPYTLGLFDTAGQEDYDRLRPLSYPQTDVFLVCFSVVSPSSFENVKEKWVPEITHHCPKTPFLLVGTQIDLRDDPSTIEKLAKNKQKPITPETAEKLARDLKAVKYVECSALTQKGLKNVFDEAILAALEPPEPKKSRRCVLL
HRas wt GTP: changes GTP binding to wildtype human HRas | GST-Ras wt beads, Bodipy-FL-GTP binding, flow cytometry; actives lie on both sides | P01112 | 190,000 tested, 0.14% active | AID 759 | GTP binding activity, % at 10 µM;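 active = GTP binding activity at least 20% away from the 100% baseline, either lowered as inhibitor or raised as activator; inconclusive = flagged as likely green fluorescent, judged across all proteins in the well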;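 note: 0% = unlabeled GTP competition control and 100% = no-compound control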
Target sequence (P01112 whole entry, looked up): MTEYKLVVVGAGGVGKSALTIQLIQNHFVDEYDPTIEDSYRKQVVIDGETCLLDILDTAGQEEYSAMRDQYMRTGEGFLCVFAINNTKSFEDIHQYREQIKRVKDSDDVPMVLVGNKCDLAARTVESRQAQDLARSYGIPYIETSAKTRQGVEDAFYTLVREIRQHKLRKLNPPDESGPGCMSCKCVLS
Rac1 act GTP bind: modulators of GTP binding to human Rac1 activated mutant. P63000. GST-Rac1 activated beads, fluorescent GTP binding, flow cytometry; actives lie on both sides; 100% means binding = to untreated wells. percent activity (GTP binding), % at 10 µM. 190,000 tested, 0.11% active. AID 764;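 active = GTP binding at least 20 percentage points away from the 100% baseline, in either direction, so actives lie on both sides; inconclusive = Compound likely fluorescent itself, or too few beads counted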
Mcl1-Noxa inh: Mcl-1/Noxa interaction inhibition; Q07820; TR-FRET Mcl-1/Noxa peptide binding, 2 h; 220,000 tested, 1.5% active; inhibition, % at 21.7 µM;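 active = compounds that cut the protein-peptide binding signal by more than 50% relative to plate controls in a single-dose test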;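 note: His-tagged Mcl-1 with rhodamine Noxa BH3 peptide and terbium anti-His antibody; 0% = Mcl-1 plus Noxa peptide wells and 100% = peptide-only wells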
Target sequence (Q07820 whole entry, looked up): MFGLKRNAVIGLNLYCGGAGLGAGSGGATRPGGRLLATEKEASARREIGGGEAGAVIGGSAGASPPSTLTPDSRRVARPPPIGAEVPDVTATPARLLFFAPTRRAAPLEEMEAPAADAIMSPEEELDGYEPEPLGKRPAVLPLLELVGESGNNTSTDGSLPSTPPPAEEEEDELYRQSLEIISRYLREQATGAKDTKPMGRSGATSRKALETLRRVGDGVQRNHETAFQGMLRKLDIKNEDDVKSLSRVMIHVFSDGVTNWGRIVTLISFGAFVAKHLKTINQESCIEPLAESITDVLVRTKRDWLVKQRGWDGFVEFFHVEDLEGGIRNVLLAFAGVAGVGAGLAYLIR
Bim-Mcl-1: inhibitors of Bim-Mcl-1 interaction, human. Q07820. Bead-based flow cytometry, Bim peptide-Mcl-1 binding. inhibition, % at 10 µM. 190,000 tested, 0.1% active; in the data active = inhibition above about 40%;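 note: 0% = no compound tracer wells and 100% = peptide blocker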
Rab2A wt mod: changes GTP binding to wildtype dog Rab2A, up or down; P61105; 190,000 tested, 0.19% active; GTP binding activity, % at 10 µM; GST-Rab2 wt beads, Bodipy-GTP binding, flow cytometry;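 active = GTP binding activity at least 20 points away from 100%, either lowered or raised; inconclusive = signal likely due to the compound's own green fluorescence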;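 note: 0% = beads with excess unlabeled GTP and 100% = no-compound control corrected for plate trend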
Rab7 wt modul: alters GTP binding to wildtype dog Rab7. 190,000 tested, 0.055% active. GTP binding activity (percent of control), % at 10 µM. GST-Rab7 beads, fluorescent GTP binding, flow cytometry; actives lie on both sides; untreated = 100%, excess cold GTP = 0%;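 active = fluorescent GTP binding to Rab7 beads changed by at least 20 points from the 100% baseline, either direction, mostly lower; inconclusive = compound itself probably fluorescent, or too few beads counted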;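 note: median green fluorescence of bound Bodipy-FL-GTP per Rab7 bead population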
Avidin bead fluor: compound fluoresces at 488/530 nm on avidin beads; compound fluorescence 488/530 nm, flow cytometry; active compounds read high; fluorescence (KMESF) at 10 µM; 220,000 tested, 0.38% active; in the data active = fluorescence above about 47; note: inactives centre near 10
Pf gamet viab: kills late stage P. falciparum gametocytes; 150,000 tested, 0.065% active; inhibition, % at 10.9 µM; P. falciparum stage V gametocytes, ATP luminescence, 24 h;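 active = inhibition above the mean plus 3 SD of compounds within the control limits, set per campaign, cut at about 38% in these data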;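 note: 0% = DMSO wells and 100% = medium only without gametocytes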
Mcl1 Bid PPI: disrupts binding of human Mcl-1 to Bid peptide; inhibition, % at 21.7 µM; 220,000 tested, 0.97% active; Q07820; TR-FRET Mcl-1/Bid-Dy647 peptide binding, 1536-well;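 active = compounds that cut the binding signal by more than half at the single screening dose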;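 note: His-tagged Mcl-1 with europium anti-His antibody binding Bid BH3 peptide; 0% = Mcl-1 plus peptide wells and 100% = peptide-only wells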
Rac1 wt GTP bind: human Rac1 wildtype GTP binding, inhibitors and activators; GTP binding activity (% of control), % at 10 µM; 190,000 tested, 0.27% active; GST-Rac1 beads, fluorescent GTP binding, flow cytometry; actives lie on both sides; 0 = cold GTP competed, 100 = untreated; P63000;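 active = GTP binding activity at least 20 points away from the 100% control level, either lower or higher; inconclusive = compound flagged as likely green fluorescent, judged across all proteins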
* hit, by the source's call; u = inconclusive; x = no result given.

SMILES	Cdc42 wt	HRas wt GTP	Rac1 act GTP bind	Mcl1-Noxa inh	Bim-Mcl-1	Rab2A wt mod	Rab7 wt modul	Avidin bead fluor	Pf gamet viab	Mcl1 Bid PPI	Rac1 wt GTP bind
Cc1ccc(-n2c(SCC(=O)N3CCOCC3)nnc2-c2ccncc2)cc1	103	98	97	0	1	97	96	8	2	-29	102
O=C(Nc1ccc(F)cc1)N1CCN(c2ncccn2)CC1	96	94	93	4	15	92	92	10	17	-12	93
CCOC(=O)Cc1csc(NC(=O)C(CC(C)C)NC(=O)C2CCCCC2)n1 (centres undefined)	101	98	95	13	0	100	95	10	20	-10	102
COc1ccccc1NC(=O)c1cccs1	104	102	97	-3	2	102	99	x	13	-14	103
COc1ccc(NS(=O)(=O)c2ccc(N3CCCC3)c(NC(=S)Nc3cccc(C)c3C)c2)cc1	96	98	94	42	-16	96	92	9	-1	4	101
COc1ccc(-n2c(N)c(C(=O)NCC3CCCO3)c3nc4ccccc4nc32)c(OC)c1 (centres undefined)	95	96	95	14	5	95	98	4	x	-4	97
Cc1ccc(C(=O)Nn2c(O)c(C=C3N=c4ccccc4=N3)sc2=S)cc1	73*	73*	79*	9	23	81	86	17	x	-31	72*
CCOC(=O)Nc1nnc(-c2ccc(OC)c(OC)c2)s1	95	97	97	-8	-5	94	100	39	1	9	99
Cc1cc(C(F)(F)F)c2c(=O)[nH]c(=O)n(Cc3ccccc3)c2n1	99	98	99	0	2	101	101	5	x	-17	99
CC(C)(C)c1ccc(C(=O)NC(=S)Nn2cnnc2)cc1	u	u	u	-8	-1	u	u	11	x	-34	u
O=C(c1cc(-c2cccs2)on1)N1CCOCC1	93	92	93	-14	0	90	91	2	x	-8	93
Cc1onc(-c2ccccc2)c1C(=O)Nc1nnc(COc2ccc(Cl)cc2)s1	101	100	98	-16	-15	101	99	8	x	0	100
O=C(NC1CCCCC1)C1CCN(S(=O)(=O)c2cccc3nsnc23)CC1	108	105	102	0	-3	107	101	15	-9	-22	104
O=C(O)C(Cc1ccccc1)n1cccc1 (centres undefined)	96	96	94	15	1	94	95	8	2	-102	96
O=S(=O)(NCc1ccccc1Cl)c1cnc[nH]1	101	100	99	7	-1	102	101	31	x	-11	105
CCOc1cc(C(c2c(C)[nH][nH]c2=O)c2c(C)[nH][nH]c2=O)ccc1OCc1ccc([N+](=O)[O-])cc1	98	97	97	-35	0	96	98	4	x	-87	100
Cc1ccc(S(=O)(=O)Nc2ccc3[nH]c(=O)[nH]c3c2)c(C)c1	97	94	97	-12	1	95	96	12	1	-26	96
COC(=O)C1C(=O)C2=C(CC1C)NC(C)=C(C(=O)OCCOc1ccccc1)C2c1ccc(C)o1 (centres undefined)	102	102	98	26	-2	103	102	43	25	-22	104
COc1cccc(C(=O)N2CCN(C(=O)c3ccc(-c4ccccc4)cc3)CC2)c1OC	91	93	94	8	0	93	92	12	6	-20	99
CCCCN(CCCC)S(=O)(=O)c1ccc2[nH]c(=O)[nH]c2c1	103	102	99	9	0	103	102	20	x	11	103
NC(=O)COc1ccc(=O)n(-c2ccccc2)n1	103	103	100	3	0	103	104	5	x	0	103
COC(=O)C1=C(CN2CCSCC2)NC(=O)NC1c1cc(C)ccc1C (centres undefined)	100	102	95	11	-1	100	104	10	-22	-20	97
CC1=[N+](CC(=O)NC(C)(C)C)CCc2ccccc21	101	100	98	3	-1	98	97	12	11	12	101
C=CCSC(=C(C#N)C#N)c1cc2c([nH]1)CCCC2	100	100	96	29	0	98	102	9	x	-4	102

6 compounds drawn at random from the list so far, as already listed:
SMILES	Cdc42 wt	HRas wt GTP	Rac1 act GTP bind	Mcl1-Noxa inh	Bim-Mcl-1	Rab2A wt mod	Rab7 wt modul	Avidin bead fluor	Pf gamet viab	Mcl1 Bid PPI	Rac1 wt GTP bind
Cc1ccc(C(=O)Nn2c(O)c(C=C3N=c4ccccc4=N3)sc2=S)cc1	73*	73*	79*	9	23	81	86	17	x	-31	72*
CC(C)(C)c1ccc(C(=O)NC(=S)Nn2cnnc2)cc1	u	u	u	-8	-1	u	u	11	x	-34	u
O=C(Nc1ccc(F)cc1)N1CCN(c2ncccn2)CC1	96	94	93	4	15	92	92	10	17	-12	93
CCOC(=O)Cc1csc(NC(=O)C(CC(C)C)NC(=O)C2CCCCC2)n1 (centres undefined)	101	98	95	13	0	100	95	10	20	-10	102
CCOc1cc(C(c2c(C)[nH][nH]c2=O)c2c(C)[nH][nH]c2=O)ccc1OCc1ccc([N+](=O)[O-])cc1	98	97	97	-35	0	96	98	4	x	-87	100
Cc1ccc(-n2c(SCC(=O)N3CCOCC3)nnc2-c2ccncc2)cc1	103	98	97	0	1	97	96	8	2	-29	102

(list continues)
SMILES	Cdc42 wt	HRas wt GTP	Rac1 act GTP bind	Mcl1-Noxa inh	Bim-Mcl-1	Rab2A wt mod	Rab7 wt modul	Avidin bead fluor	Pf gamet viab	Mcl1 Bid PPI	Rac1 wt GTP bind
CCNS(=O)(=O)c1ccc(NC(=O)Nc2cccc(C(F)(F)F)c2)cc1	101	104	98	7	0	99	102	4	-3	-23	112
CCOc1cc(CNC(C)C)c(Cl)cc1OCC(=O)NCCc1ccccc1	101	104	98	16	0	101	107	25	x	-24	104
O=C(NCC(=O)N(c1cccnc1)C(C(=O)NCc1ccco1)c1ccccc1)c1ccco1 (centres undefined)	98	99	101	10	2	99	100	33	x	-23	107
CCOC(=O)CC1(C)OCC(C[N+]2(C)CCCCC2)O1 (centres undefined)	104	101	98	30	0	104	106	9	16	3	107
CCCCOC(=O)Nc1nc2ccc([N+](=O)[O-])cc2s1	97	100	97	-10	0	98	97	24	-15	-13	100
COC(=O)[C@@]1(Cc2ccc(OC)cc2)[C@H]2c3cc(C(=O)N4CCCC4)n(CCO)c3C[C@H]2CN1C(=O)c1ccccc1	104	100	101	6	-2	99	98	10	-6	-21	108
O=C(Nc1ccccc1N1CCCC1)c1cc2ccccc2o1	99	98	98	-7	-1	96	98	15	1	-13	100
CCC1(C)Cc2ccccc2C(=S)N1 (centres undefined)	97	99	95	3	0	99	101	12	x	-52	99
Cc1ccc(S(=O)(=O)N2CCC(=O)N(C(COCc3cccc(C(F)(F)F)c3)C(C)C)CC2)cc1 (centres undefined)	98	102	99	6	0	99	101	6	x	7	105
CCOCCCNC(=O)C(NC(=O)CNC(=O)c1ccccc1)c1ccccc1 (centres undefined)	96	95	91	-22	6	92	90	1	x	-16	94
O=C(Cn1cnc2ccccc2c1=O)N1CCc2ccccc2C1	94	93	93	1	0	93	96	21	-14	-13	92
Cc1ccc(CN2C(=O)C(C)Oc3ccccc32)cc1 (centres undefined)	97	98	97	9	5	98	98	10	22	7	105

Complete entries, quoted from the list.
Cc1ccc(S(=O)(=O)N2CCC(=O)N(C(COCc3cccc(C(F)(F)F)c3)C(C)C)CC2)cc1 (centres undefined) in the list: Cdc42 wt = 98; HRas wt GTP = 102; Rac1 act GTP bind = 99; Mcl1-Noxa inh = 6; Bim-Mcl-1 = 0; Rab2A wt mod = 99; Rab7 wt modul = 101; Avidin bead fluor = 6; Pf gamet viab = x; Mcl1 Bid PPI = 7; Rac1 wt GTP bind = 105
O=C(Cn1cnc2ccccc2c1=O)N1CCc2ccccc2C1 in the list: Cdc42 wt = 94; HRas wt GTP = 93; Rac1 act GTP bind = 93; Mcl1-Noxa inh = 1; Bim-Mcl-1 = 0; Rab2A wt mod = 93; Rab7 wt modul = 96; Avidin bead fluor = 21; Pf gamet viab = -14; Mcl1 Bid PPI = -13; Rac1 wt GTP bind = 92

(continued)
SMILES	Cdc42 wt	HRas wt GTP	Rac1 act GTP bind	Mcl1-Noxa inh	Bim-Mcl-1	Rab2A wt mod	Rab7 wt modul	Avidin bead fluor	Pf gamet viab	Mcl1 Bid PPI	Rac1 wt GTP bind
Cc1ccc(N(CC(=O)N2CCOCC2)S(C)(=O)=O)cc1	92	95	95	-2	0	92	96	15	x	2	94
O=C(C(NS(=O)(=O)c1cccs1)c1ccccc1)N1CCN(c2ccccc2)CC1 (centres undefined)	101	101	100	14	0	103	95	8	x	-34	99
COc1ccc(S(=O)(=O)Cc2ccc(C(=O)NCc3cccs3)o2)cc1	99	97	99	8	-1	96	94	7	x	-17	100
CCCCOc1ccc(-c2nnn(CCC(=O)N3CCOCC3)n2)cc1	103	101	102	8	0	100	99	29	-35	-12	108
N/C(Cc1ccccc1Sc1ccccc1)=N\O	103	100	102	20	-3	96	97	11	2	-16	109
O=C(CCc1ccccc1)NNC(=O)c1ccccc1C(=O)O	105	103	105	7	-4	101	97	12	6	-19	107
CC(C)C(C)NC(=O)COc1ncnc2sccc12 (centres undefined)	95	94	95	3	3	93	94	20	-12	-21	94
CN(CC(=O)NC(=O)NC(C)(C)C)CC(=O)Nc1ccccc1Cl	96	94	98	22	0	97	96	10	-17	-1	95
N#Cc1ccc(CSc2nnc(-c3ccccn3)n2-c2ccc(Cl)cc2)cc1	104	103	101	29	-1	103	101	5	x	-17	104
Cc1nc(SCCOc2ccc(F)cc2)c2ccccc2n1	97	98	96	25	0	94	92	14	0	8	99
CCOc1ccccc1NC(=O)C1CCN(S(=O)(=O)c2c(C)nn(C)c2C)CC1	101	99	98	14	2	97	97	9	x	-5	106
CCC(=O)c1cn(CC(=O)NCC2CCCO2)c2ccccc12 (centres undefined)	96	95	96	10	-1	94	91	14	x	-28	96
CCOc1ccccc1OCCOCCOc1ccccc1[N+](=O)[O-]	102	101	100	3	-2	99	101	16	x	-29	104
COc1cc(CNC2CCCC2)cc(Cl)c1OCc1ccccc1F	u	u	u	2	1	u	u	15	x	-9	u
COc1ccc(/C=C/C(=O)Nc2ccccc2C(F)(F)F)cc1	105	105	102	6	-4	102	106	4	-16	-16	106
Cc1ccc2cc(C#N)c(SCC(=O)N3CCCc4ccccc43)nc2c1	99	100	100	-5	-8	98	98	7	-19	0	101
CCCCn1c(=N)n(CC(=O)C(C)(C)C)c2ccccc21	101	101	98	25	-2	101	97	14	x	-75	104
CCN(CC)CCn1c(NCc2ccc3c(c2)OCO3)nc2ccccc21	101	100	95	31	-2	100	107	6	-9	-29	100
CCc1ccccc1N(C1=NCCCS1)S(=O)(=O)c1ccc(C(C)(C)C)cc1	92	98	98	-13	-6	94	102	4	-8	-23	99
O=C(Cn1cnc2ccccc21)OCC(=O)N1CCCc2ccccc21	107	103	99	-4	-4	101	103	7	x	-42	107
CC(C)Oc1ccc(Cc2n[nH]c(=S)n2Cc2ccccc2)cc1Cl	94	99	94	6	0	97	108	4	-11	-1	102
